Screening results (PubChem)
p53ts 32C kill – qHTS Screen for Compounds that Selectively Target Cancer Cells with p53 Mutations: Cytotoxicity of p53ts Cells at the Permissive Temperature; H1299-p53A138V at 32C, ATP luminescence viability, 24 h; 130,000 tested, 0.93% active; Potency, µM (series often up to 46.1 µM), without a hit: at the highest dose activity change, negative = cytotoxicity, hits mostly cytotoxic;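 further: 0% = DMSO and -100% = full killing by reference compound; nearly all actives have a fitted effect of over 55% in size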
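Cells: H1299 p53ts (A138V), 600/well, pre-incubated 16–30 h at 37C. Cpd up to 46 uM, 24 h, 32C. Readout: ATPlite luminescence, 20 min RT. Normalization: DMSO vs tamoxifen 100 uM. AC50 by Hill equation.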
IkB sig inh – IkB Signaling. ABC-DLBCL IkBa-CBG/CBR dual luciferase ratio, 4 h; response scale: scaled: untreated 0%, proteasome inhibitor 100%. Potency, µM (doses to about 57.1 µM), without a hit: at the top dose IkBa stabilization activation. 110,000 tested, 0.04% active; active means well fitted curve in the direction sought with a large enough effect in the signal ratio, not every such curve was filed as active; inconclusive means small, poorly fitted or top-dose-only effect, or a change in a side signal; the % refers to the signal ratio;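 further: the direction sought is a rising ratio; 0% = basal untreated cells and 100% = reference inhibitor full response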
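Luminescence ratio of IκBα-fused green versus native red beetle luciferase in OCI-Ly3 cells, 4 h post-doxycycline with compound; red signal alone, scaled from basal (0%) to zero light (-100%), flagged nonspecific or cytotoxic effects.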
Imprint erasure – qHTS Assay for Compounds that Induce Erasure of Genomic Imprints. 110,000 tested, 0.02% active. mouse ES Peg3-LacZ reporter, beta-gal luminescence, 40 h. Potency, µM (series often up to 60.7 µM), for the others: top-dose activity change, positive = activation, usual class: activators;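 further: 0% = negative control wells on the plate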
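Imprint erasure is scored as LacZ activity from the silenced maternal Peg3 allele in feeder-free female ES cells cultured 40 h with LIF. Luminescence is normalized to in-plate negative controls and fitted to the Hill equation.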
p53ts 39C kill – qHTS Screen for Compounds that Selectively Target Cancer Cells with p53 Mutations: Cytotoxicity of p53ts Cells at the Nonpermissive Temperature. Potency, µM (top dose mostly 46.1 µM), for inactives: at the highest dose activity change, negative = cell killing, usual class: cytotoxic. AID 902, 2007. 130,000 tested, 1.5% active. H1299-p53A138V viability at 39C, ATP luminescence, 24 h; further: nearly all actives have a fitted effect of over 55% in size
Active calls of the source: *; u = inconclusive; x = not tested or not shown; [ ] = another dose, or the depositor's remark. Unless noted, the call rests on the fitted dose curve; in most records, active means well fitted curve in the direction sought with a large enough effect; inconclusive means small, poorly fitted or top-dose-only effect, or another doubt; inactive means no such curve, though single readings can be large; an effect the other way counts as inactive or inconclusive. Unless noted, on the % scale 0 is the no-effect control and ±100 the full control effect; potency means the concentration at half of the fitted maximal effect. Outcome played no part in choosing rows (roughly 1.7% active in at least one column).

SMILES | p53ts 32C kill | IkB sig inh | Imprint erasure | p53ts 39C kill
COc1ccc(C(=O)N(Cc2cc(OC)c(OC)c(OC)c2)c2ccccn2)cc1 | 2% | u | -5%[10.9 µM] | 12%
COC(=O)c1cc(OC)c(OC)cc1NC(=O)c1ccc2c(c1)CCN2S(C)(=O)=O | 1% | -0.4% | -10%[10.9 µM] | -9%
O=C1OCc2cc(NC(=O)C3CCCCC3)ccc21 | 2% | 4.5% | -14% | -18%
COc1ccc(C(C(=O)NC2CCCC2)N(CCN(C)C)C(=O)c2snc(C(N)=O)c2N)cc1 (configuration not stated) | -7% | 1.0% | -5% | 0%
O=C(C1CCC(CNc2nc(=S)[nH]c3ccccc23)CC1)N1CCN(c2ccccn2)CC1 (configuration not stated) | 0% | 2.8% | 5% | 3%
C=CCSc1nnc(-c2ccncc2)n1-c1ccc(OCC)cc1 | -3% | 0.7% | 5% | 0%
COc1ccc(NC(=O)CN2C(=O)CCc3cc(S(=O)(=O)N4CCOCC4)ccc32)c(OC)c1 | 13% | 1.4% | 4%[10.9 µM] | -4%
Cc1cccc(Cn2c(SCCN3CCOCC3)nc3c2c(=O)n(C)c(=O)n3C)c1 | -3% | -1.2% | -11% | 2%
CN(C(=O)CCS(=O)(=O)c1cc2c(cc1Cl)NC(=O)CO2)C1CCCCC1 | -8% | -1.2% | -13%[10.9 µM] | u
O=C(CN1C(=O)c2cccc3cccc1c23)N1CCN(c2ccccc2)CC1 | -7% | -0.9% | -2% | -3%
CCc1cccc(CC)c1NC(=O)CN1C(=O)C(=O)c2ccccc21 | -4% | u | -19%[10.9 µM] | u
Cc1cc(OC(C)C(=O)Nc2sc3c(c2C(N)=O)CCCC3)ccc1Cl (configuration not stated) | 0% | -3.3% | -21%[10.9 µM] | 26%
COc1cc(CN2CCC(C(=O)NC3CCCC3)CC2)cc(Br)c1O | 2% | -0.2% | -13% | 0%
CCCOc1ccc(C2CC(=O)Nc3c2c(=O)n(C)c(=O)n3C)cc1OC (configuration not stated) | 3% | -1.7% | -13%[10.9 µM] | -13%
CC(C)[C@@H]1NC(=O)N(c2ccc(Oc3ccccc3)cc2)C1=O | 0% | 6.4% | -4% | -7%
O=C(Nc1ccccc1C(=O)N1CCN(Cc2ccccc2)CC1)c1ccccn1 | -3% | -0.4% | -18% | 10%
CCCCS(=O)(=O)NC1=NCN(CCO)CN1 | -17% | -1.2% | -7% | -7%
CCOc1ccccc1CNC(=O)C1CCN(S(=O)(=O)c2ccc3c(ccn3C)c2)CC1 | 11% | -0.2% | -14%[10.9 µM] | -7%
O=C(CSc1nnc(Cc2cc(=O)[nH]c(=O)[nH]2)n1-c1ccccc1)N1CCCc2ccccc21 | 0% | 0.1% | u | 12%
CCOC(=O)CNC(=O)c1cccs1 | 6% | x | x | -5%

Full records, looked up by structure. Screens in order: p53ts 32C kill | IkB sig inh | Imprint erasure | p53ts 39C kill
CCOC(=O)CNC(=O)c1cccs1 across the screens: 6% | x | x | -5%
CC(C)[C@@H]1NC(=O)N(c2ccc(Oc3ccccc3)cc2)C1=O across the screens: 0% | 6.4% | -4% | -7%
Cc1cc(OC(C)C(=O)Nc2sc3c(c2C(N)=O)CCCC3)ccc1Cl (configuration not stated) across the screens: 0% | -3.3% | -21%[10.9 µM] | 26%

Going on with the list.
SMILES | p53ts 32C kill | IkB sig inh | Imprint erasure | p53ts 39C kill
COc1ccc(OCC2Cc3c(-c4ccccc4)nc4c(c3CO2)CN(CCOc2ccccc2)CC4)cc1 (configuration not stated) | 12%[9.22 µM] | x | x | -1%[9.22 µM]
COc1ccccc1C(=O)NC(C)c1nc2ccccc2[nH]1 (configuration not stated) | 1% | -0.1% | -14% | -2%
Cc1cc(C)cc(NC(=O)CCCc2nnc3n(CC(C)C)c(=O)c4sccc4n23)c1 | -1% | u | u | 0%
CCC1CN(C(=O)N2CCC(C(=O)NCc3cccs3)CC2)c2cc(C)ccc2O1 (configuration not stated) | -5% | u | -13%[10.9 µM] | 0%
CCCN1CCN(CCNC(=O)Nc2cc(Cl)c(OC)cc2OC)CC1 | -9% | 0.5% | -7%[10.9 µM] | -20%
COc1ccc(Cn2ccc3nc(C)c(C(=O)N4CCN(c5ccc(F)cc5)CC4)cc3c2=O)cc1 | -8% | u | -8%[10.9 µM] | -26%
Cc1ccccc1Cn1nc(C)c(NC(=O)c2cc3n(n2)C(C(F)F)CC(C(F)F)N3)c1C (configuration not stated) | 8% | 3.7% | -2% | 11%
O=C(CCN1CCN(C(=O)c2ccco2)CC1)Nc1ccc(F)cc1 | 3% | -0.3% | 4% | -4%
O=C(CCc1nc(-c2ccccc2F)no1)NCc1ccco1 | -1% | -0.6% | -13% | 6%
COc1ccccc1N1CCN(c2nc3c(S(=O)(=O)c4ccc(C)c(C)c4)nnn3c3ccc(Cl)cc23)CC1 | 14% | -0.8% | -12%[10.9 µM] | 2%
COc1ccc(NC(=O)c2cc(S(=O)(=O)N3CCCCCC3)cn2C)c(OC)c1 | -4% | u | -11%[10.9 µM] | -2%
CNC(=O)CSc1nnc(-c2ccco2)n1-c1ccc(C)cc1 | -2% | x | x | 11%
CCOC(=O)c1cc2sc(C)cc2n1C(C)C(=O)OCC (configuration not stated) | 1% | -0.2% | -12% | -3%
CCOc1cc(C2c3c(-c4ccccc4O)n[nH]c3C(=O)N2CCc2ccccc2)ccc1O (configuration not stated) | 51%[activator] | u | -12%[10.9 µM] | u
CCCCn1cnc2c(SC)ncnc21 | 11%[9.22 µM] | -0.4%[11.4 µM] | -2%[10.9 µM] | 3%[9.22 µM]
CCCCNC(=O)c1cc2c(=O)n3cccc(C)c3nc2n(CCN2CCOCC2)c1=N | -9% | -1.8% | -3% | 9%
O=C(CSc1nccn1Cc1ccccc1)NCc1ccco1 | 12% | 2.3% | -9%[10.9 µM] | -24%
CCOC(=O)N1CCN(C(=O)Cn2nc(-c3ccc(Cl)cc3)ccc2=O)CC1 | -16% | u | -9% | -4%
O=C(NCN1CCN(c2ccccc2F)CC1)c1ccccc1 | -24% | -1.0% | -29% | -14%
COc1cc(OC)c(NC(=O)Cn2ncn3c(cc4cc(C)ccc43)c2=O)cc1Cl | -3% | 1.3% | 23%[10.9 µM] | -17%

Shown as labelled records: entries from further up.
CCCCn1cnc2c(SC)ncnc21
  p53ts 32C kill: 11%[9.22 µM] | IkB sig inh: -0.4%[11.4 µM] | Imprint erasure: -2%[10.9 µM] | p53ts 39C kill: 3%[9.22 µM]
O=C(CSc1nccn1Cc1ccccc1)NCc1ccco1
  p53ts 32C kill: 12% | IkB sig inh: 2.3% | Imprint erasure: -9%[10.9 µM] | p53ts 39C kill: -24%
CCCN1CCN(CCNC(=O)Nc2cc(Cl)c(OC)cc2OC)CC1
  p53ts 32C kill: -9% | IkB sig inh: 0.5% | Imprint erasure: -7%[10.9 µM] | p53ts 39C kill: -20%

(more compounds)
SMILES | p53ts 32C kill | IkB sig inh | Imprint erasure | p53ts 39C kill
Cc1ccc(C)c(NC(=O)N2CCN(C(=O)c3nsc4ccccc34)CC2)c1 | 9% | 0.9% | -3%[10.9 µM] | -6%
COc1cccc(Cn2c(=O)c(-c3cccs3)nc3cnc(N4CCOCC4)nc32)c1 | 7% | -3.7%[11.4 µM] | -11% | -2%
CN1CCN(C(=O)c2ccccc2-c2nc(-c3ccccc3)no2)CC1 | -3% | -4.5% | -11% | -5%
CCOc1ccc(C(=O)O)cc1OC | 0% | -0.6% | -4% | -15%
COc1ccccc1Nc1cc(C(=O)NCc2cccs2)c2ccccc2n1 | -17% | u | -20%[10.9 µM] | u
COC(=O)COc1ccc(C2C(C(=O)OC)=C(C)NC3=C2C(=O)c2ccccc23)cc1OC (configuration not stated) | 14% | u | -14%[10.9 µM] | -21%
CCOc1ccc(N(Cc2cc3cc(C)ccc3[nH]c2=O)C(=O)c2cccc(Cl)c2)cc1 | 13% | -1.3% | -1%[10.9 µM] | -15%
CN1CCN(C2=Cc3cc(Cl)ccc3Sc3cc(F)ccc32)CC1 | u | x | x | u
COc1cccc(C2CC(=O)N(c3ccc(F)cc3)C3=C2C(=O)OC3)c1OC (configuration not stated) | -2% | 1.4% | -11%[10.9 µM] | 10%
Cc1ccc(-n2nc(C)c3c(C)cc(=O)n(CC(=O)NC(C)C)c32)cc1 | 6% | -0.9% | -11%[10.9 µM] | -19%
CCCOc1cccc(C(=O)Nc2cccnc2)c1 | -19% | 0.3% | -22% | 4%
O=C1CC(Nc2ccc(N3CCOCC3)cc2)C(=O)N1c1ccccc1F (configuration not stated) | 0% | 3.2% | 0% | 14%
COc1ccc(OC)c2[nH]c(=O)c(CCNC(=O)C3CCCCC3)cc12 | 4% | -1.4% | -12% | -5%
COC(=O)c1c(-c2cccs2)csc1NC(=O)c1ccc(Cl)cc1 | -8% | u | -8%[10.9 µM] | 2%
COc1cccc(NC(=O)Cn2cc(C#N)c3ccccc32)c1 | -5% | x | x | 12%
Cc1ccc(NC(=O)Cn2c(=O)n(-c3ccccc3)c(=O)c3c4c(sc32)CCCC4)cc1 | -28% | 2.6% | 9%[10.9 µM] | 13µM*
COc1ccc2nc(-c3cccc(N)c3)[nH]c2c1 | 7.9µM* | x | x | 16µM*
COc1ccc(CNS(=O)(=O)c2ccc(-c3cc(C(F)(F)F)on3)s2)cc1OC | -2% | 2.3% | 29%[10.9 µM] | 8%
CCCCCCn1c(C(C)NC(=O)c2ccco2)nc2ccccc21 (configuration not stated) | 3% | 1.1% | -9% | -13%
C=CCn1c(=N)n(CC(=O)O)c2ccccc21 | 14% | 2.3% | 1% | -2%
Cc1cccc(OCCSc2nc3ccccc3n2CC(=O)N2CCCCC2)c1C | -2% | u | -21%[10.9 µM] | -6%
Cc1ccc(S(=O)(=O)N(C)c2ccc(C(=O)N3CCC(C(N)=O)CC3)cc2)cc1 | 6% | 1.4% | 25% | 6%
COc1cccc(-n2c(=O)c3c4c(sc3n(Cc3ccc(F)cc3Cl)c2=O)CCCC4)c1 | 3% | -1.9% | 8%[10.9 µM] | 11%
O=C(CCC(=O)c1cccs1)OCC(=O)N1CCN(S(=O)(=O)c2ccccc2)CC1 | 8% | 0.3% | -3% | -1%
N#CCCn1cnc2ccccc21 | -3% | 0.2% | -4% | -1%
Cn1c(=O)c2c(-c3ccccc3Cl)n(-c3cc(Cl)ccc3O)cc2n(C)c1=O | 56%[activator] | -1.3% | 12%[10.9 µM] | 29%
COc1ccc(CNCc2ccc(C(=O)O)s2)cc1 | 3% | -2.7% | -1%[10.9 µM] | 8%
COc1ccc(-c2nnc(SCC(=O)Nc3ccccc3C)o2)cc1OC | 9% | -1.9% | -3%[10.9 µM] | -23%
CCOc1ccc(-n2c(SCC(=O)Nc3cc(C)ccc3C)nc3c([nH]c4ccccc43)c2=O)cc1 | -3% | -3.5% | 9%[10.9 µM] | -27%
CCCCNc1nc(Oc2ccc(=O)[nH]n2)nc(N(C)C)n1 | 3% | -1.7% | -10%[10.9 µM] | -21%
N#Cc1nc(-c2ccc(COc3ccccc3)o2)oc1NCc1cccnc1 | 4% | u | -12%[10.9 µM] | -5%
Cc1ccc(-c2nc(C)c(CCNC(=O)C(=O)Nc3ccc4c(c3)OCO4)s2)cc1 | -5% | -4.2% | -12%[10.9 µM] | -20%
c1ccc2c(c1)CCN(c1nc3cc4c(cc3s1)OCCO4)C2 | 1.6µM* | u | -81%[inhibitor] | 2µM*
CCN(CC)S(=O)(=O)c1ccc2oc(C(=O)Nc3ccc(Br)cc3F)c(C)c2c1 | 2% | -2.1% | 13%[10.9 µM] | -25%
CCN(CC)C(=O)C1CC(=O)OC12CCCCC2 (configuration not stated) | 2% | x | x | 5%
C=Cc1ccc(Cn2c(=O)n(-c3cccc(Cl)c3)c(=O)c3c4c(sc32)CN(C(C)=O)CC4)cc1 | -4% | -0.2% | -11%[10.9 µM] | -11%
COc1ccccc1CNC(=O)CCn1c(=O)c2ccccc2n(CC(=O)Nc2cccc(Cl)c2)c1=O | -7% | u | -3%[10.9 µM] | -18%
CC1=C(C(=O)OC(C)C)C(c2cccs2)n2ncnc2N1 (configuration not stated) | 5% | -1.4% | -13% | -9%
